HTR5A inv ag: counter-screen for OPRM1-OPRD1 inverse agonists: human HTR5A inverse agonism | P47898 | HTR5A cell line, luminescence | inhibition, % at 9.3 µM | actives 0.083% (n = 340,000); in the data active means inhibition mostly above about 23%, no sharp cut-off; inactive means mostly below about 18%;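 further: 0% = cells with DMSO and 100% = no-cell wells with DMSO; some compounds called inactive have numbers as strong as hits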
Target sequence (P47898 whole entry, looked up): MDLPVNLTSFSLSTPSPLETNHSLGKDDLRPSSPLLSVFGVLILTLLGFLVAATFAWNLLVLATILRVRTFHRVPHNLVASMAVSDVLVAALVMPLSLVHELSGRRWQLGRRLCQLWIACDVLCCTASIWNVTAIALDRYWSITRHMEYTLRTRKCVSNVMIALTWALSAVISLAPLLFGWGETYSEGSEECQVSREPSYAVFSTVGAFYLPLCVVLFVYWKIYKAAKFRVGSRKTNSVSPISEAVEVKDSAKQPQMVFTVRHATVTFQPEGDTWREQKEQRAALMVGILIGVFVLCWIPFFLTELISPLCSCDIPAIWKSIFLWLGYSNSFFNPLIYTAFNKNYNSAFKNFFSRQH
OPRM1-OPRD1 ag: OPRM1-OPRD1 heterodimerization agonism | P35372+P41143 | cells, luminescence | activation, % at 9.3 µM | actives 0.3% (n = 340,000) | AID 504326; in the data active means activation above about 18%;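 further: 0% = vehicle-treated cells and 100% = reference agonist; values of inactives mirror those of a sister screen read the other way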
PKA-R2B act: activators of human PKA-R2B complex; PKA-R2B holoenzyme dissociation, Cy5-IP20 fluorescence polarization; R2B truncated from residue 108, S112A mutant; 0% DMSO only, 100% 113 µM cGMP; actives 0.079% (n = 340,000); activation, % at 11.4 µM;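 active means activation above a cutoff set at the mean over all compounds plus 3 SD, cut at about 18% in these data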;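 further: higher means more holoenzyme dissociation and a rise in polarization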
Target sequence (P31323 whole entry, looked up, other chains not shown, the tested form may be a part): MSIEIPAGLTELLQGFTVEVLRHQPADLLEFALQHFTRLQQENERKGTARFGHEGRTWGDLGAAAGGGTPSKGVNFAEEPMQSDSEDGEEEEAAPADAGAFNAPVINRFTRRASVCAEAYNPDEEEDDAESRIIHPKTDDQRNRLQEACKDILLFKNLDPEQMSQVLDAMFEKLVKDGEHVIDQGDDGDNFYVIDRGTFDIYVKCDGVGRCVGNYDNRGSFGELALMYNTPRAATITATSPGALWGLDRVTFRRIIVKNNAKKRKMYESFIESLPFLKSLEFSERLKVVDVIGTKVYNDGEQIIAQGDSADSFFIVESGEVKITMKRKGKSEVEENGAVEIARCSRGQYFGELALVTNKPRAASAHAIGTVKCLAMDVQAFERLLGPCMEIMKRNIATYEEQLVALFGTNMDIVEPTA
MOR-DOR inv ag: inverse agonist of human OPRM1-OPRD1 heterodimerization | P35372+P41143 | cell-based MOR-DOR heterodimer luminescence, inverse agonism | inhibition, % at 9.3 µM | actives 0.21% (n = 340,000); in the data active means inhibition above about 22%, passing the limit was not always enough;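 further: 0% = cells with DMSO and 100% = wells without cells with DMSO; values of inactives mirror those of a sister screen read the other way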
PKA-R1A activ: activators of PKA-R1A complex; PKA-R1A dissociation, Cy5-IP20 fluorescence polarization; scaled: DMSO 0%, 113 µM cGMP 100%; activation, % at 11.4 µM; actives 0.083% (n = 340,000); AID 504707;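 active means percent activation above the mean of all tested compounds plus 3 SD, cut at about 19% in these data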;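 further: higher means more PKAc released from R1A so a rise in polarization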
DSG3 Ab inh: inhibitors of pemphigus antibody binding to human desmoglein-3 | actives 0.48% (n = 310,000) | P32926 | binding (percent of control), % at 10 µM | DSG3-coupled beads, scFv-anti-DSG3-GFP binding, flow cytometry; hits give low values;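 active means binding more than 3 SD below its plate's average and above zero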;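 further: hits lower antibody fragment binding to DSG3; some compounds called inactive have numbers as strong as hits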
V-ATPase pH: regulators of yeast V-ATPase proton transport | S. cerevisiae, pHLuorin cytosolic pH fluorescence | response, % at 10 µM | actives 0.37% (n = 350,000) | AID 504577; in the data active means response mostly above about 7.3%, no sharp cut-off; inactive means mostly below about 5.4%; further: actives read high; inactives centre near 0; some compounds called inactive have numbers as strong as hits; reference of the scale not given here
DAGLB inh: blocks human DAGLB lipase activity; Q8NCG7; HEK293T DAGLB membrane lysate, EnzChek fluorogenic substrate; inhibition, % at 5.17 µM; actives 0.059% (n = 340,000); AID 504411; in the data active means inhibition above about 34%;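 further: 0% = enzyme with vehicle and 100% = wells lacking enzyme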
Arrestin-AP2 inh: human beta-arrestin and AP2 interaction inhibition | FITC-arrestin peptide / GST-AP2 beads, flow cytometry; AP2 beta2 appendage carries R879A mutation | inhibition, % at 10 µM | actives 0.31% (n = 340,000) | AID 504490;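 active means inhibition above a set limit, near 3 SD of compounds lacking own fluorescence, cut at about 54% in these data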;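 further: plate controls were DMSO wells for no effect and 5 µM unlabelled arrestin peptide for full effect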
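System: GST-AP2 R879A glutathione beads | Also added: FITC-arrestin peptide, 50 nM | Times: 12 min plus 1 h, RT | Signal: Bead flow cytometry, FITC channel | Buffer or medium: PBS with 0.05% Tween 20 and 0.1% BSA | Read-out basis: Percent drop in bead-associated FITC signal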
HTR5A ag: HTR5A agonism, opioid heterodimer counter-screen | P47898 | HTR5A agonist assay, luminescence, cell-based | activation, % at 9.3 µM | actives 0.61% (n = 340,000) | AID 504692; in the data active means activation mostly above about 9.5%, no sharp cut-off; inactive means mostly below about 7.6%;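 further: 0% = cells with vehicle only and 100% = reference agonist; strong numbers were not always called active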
* hit, by the source's call; . = no result given. Rows are unselected; any-hit rate near 2.4%.

SMILES	HTR5A inv ag	OPRM1-OPRD1 ag	PKA-R2B act	MOR-DOR inv ag	PKA-R1A activ	DSG3 Ab inh	V-ATPase pH	DAGLB inh	Arrestin-AP2 inh	HTR5A ag
COc1ccc(-c2cc(-c3n[nH]c(=S)n3-c3ccccc3OC)[nH]n2)cc1	36	-0.2	0	1	-4	92	5	2	-16	-14
Cc1ccccc1CNC(=O)c1ccccc1NS(C)(=O)=O	-20	0.4	0	-2	-7	107	2	-4	27	7
O=C(NCc1ccc2c(c1)OCO2)c1cccc(C(=O)NCc2ccc3c(c2)OCO3)c1	2	-2.1	-4	12	-7	99	0	-4	6	2
NC(=O)NC(CC(=O)N1CCc2ccccc2C1)c1ccc(Cl)cc1 (configuration not stated)	-15	-1.6	-4	11	2	103	1	0	0	1
COc1cccc2cc(C(=O)NC3CC4CCC3C4)oc12 (configuration not stated)	9	-2.3	-1	11	-13	99	0	-4	-19	-2
O=C(Cc1ccccc1[N+](=O)[O-])OCN1C(=O)c2ccccc2C1=O	18	-1.9	3	13	-1	106	-3	1	-11	-4
COc1ccc(/C=C(/NC(=O)c2ccccc2)C(=O)NC(Cc2c[nH]c3ccccc23)C(=O)O)cc1 (configuration not stated)	5	-2.2	-5	12	1	113	-2	3	0	2
CC(=O)c1ccc(S(=O)(=O)Nc2ccc(C(=O)NC3CC3)cc2)cc1	4	0.9	0	-6	-8	100	-3	-1	19	2
C=CCOn1c(C)c(C(C)=O)c2c3nonc3ccc21	-19	-2.6	1	15	-10	98	-1	0	-5	-5
O=C(NCCc1ccccc1)C(=O)c1c(-c2ccccc2)cc2ccccn12	19	-2.2	-11	11	7	.	1	-2	3	2
COc1ccccc1Oc1ccnc2cc(Cl)ccc12	-26	6.8	-2	-48	8	110	9	-4	16	2
CC(=O)N1CCN(CC(=O)Nc2cc(F)ccc2C)CC1	-10	-3.3	2	16	8	123	3	3	-7	3
CCOc1ccc(NC(=S)NC23CN4CN(CN(C4)C2)C3)cc1	7	0.6	-2	-3	-2	99	1	0	8	-3
COc1ccc(-c2nnc(SCC(=O)N3CCN(c4ccccc4)CC3)o2)cc1OC	0	0.6	3	-3	4	119	3	-5	15	0
O=C1N(Cc2cccnc2)C[C@@H]2C[C@@H](c3ccc(C(F)(F)F)cc3)N3CCC[C@@]123	12	-2.4	1	12	-7	123	1	2	-2	7
CCOc1ccccc1N1CC(C(=O)N(C)Cc2cccnc2)CC1=O (configuration not stated)	-22	1.2	-6	-10	10	102	3	-2	17	-1
O=C(C1CC1)N1CCN=C1SCc1ccc(F)cc1	1	-0.1	-3	0	6	.	2	-1	4	0
CCOc1ccccc1C(=O)NC(C(=O)N(C)c1c(N)n(Cc2ccccc2)c(=O)[nH]c1=O)C(C)C (configuration not stated)	-21	0.6	4	-2	7	112	0	2	25	8
COCCOC(=O)C1=C(N)Oc2c(oc(CO)cc2=O)C1c1c(F)cccc1Cl (configuration not stated)	-10	-1.9	4	10	7	104	1	-2	18	4
CCC1CN(C(=O)N2CCC(C(=O)NCCc3ccc(OC)cc3OC)CC2)c2ccccc2O1 (configuration not stated)	-9	-3.6	-1	18	-19	104	-5	-2	26	0
O=C(Oc1ccc2ccccc2c1)c1cncc(Br)c1	13	-0.3	3	2	0	116	.	1	15	1
CC(C)NC(=O)CN1CCN(c2ncccn2)CC1	-24	-1.6	1	9	6	96	3	-1	4	6
CCOC(=O)c1c(NC(=O)CSc2nnc(-c3ccccc3C)n2C)sc(C(C)=O)c1C	5	0.2	-7	-1	-2	97	-5	-2	1	-3
O=C(O)C(C(=O)O)=C1C2CC3CC(C2)CC1C3	-15	-3.9	-4	19	5	.	-2	2	4	4
CCN(CC)C1=N/C(=C\c2ccc(OC)cc2)C(=O)N1c1ccccc1	7	-0.4	4	3	-14	96	-2	-1	3	5
Next section
SMILES	HTR5A inv ag	OPRM1-OPRD1 ag	PKA-R2B act	MOR-DOR inv ag	PKA-R1A activ	DSG3 Ab inh	V-ATPase pH	DAGLB inh	Arrestin-AP2 inh	HTR5A ag
COc1cccc(-c2csc(N3CCN(Cc4ccccc4)CC3)n2)c1	-15	-0.5	-1	3	-3	99	-1	-8	1	1
Cc1nc2ccccc2c2oc(C(=O)N3CCCC(C)C3)cc12 (configuration not stated)	-15	-2.8	3	14	-9	106	2	-1	4	0
NC(=O)c1ccsc1NC(=O)c1ccc([N+](=O)[O-])o1	7	-0.5	-14	2	-12	98	5	4	2	-3
CC[C@@H](NCCCn1ccc(NC(=O)OCc2ccccc2)nc1=O)c1ccccc1	.	.	-3	.	3	.	-1	0	.	.
COc1ccc(CN2C(=O)/C(=C/c3ccncc3)SC2=S)cc1	-19	-2.0	3	11	5	98	1	1	6	5
CN(C(=O)COC(=O)c1cccc(Cl)c1)C1CCS(=O)(=O)C1 (configuration not stated)	-10	-3.4	1	14	-6	105	0	4	2	4
COc1cc2ccccc2cc1C(=O)Nc1cccnc1	-4	-1.3	-4	8	-4	.	-2	0	12	0
Cc1ccc(C(=O)NCC(=O)N2CCN(c3ccccc3)CC2)cc1	-2	-0.2	21*	1	16	116	1	-1	8	0
N#C/C(=C\c1ccc(O)c(O)c1)S(=O)(=O)c1ccccc1	-21	-2.7	2	17	13	101	-1	24	22	1
O=C(COC(=O)CSc1ccc2ccccc2c1)NC1CC1	-1	-0.4	2	2	6	101	3	0	10	1
Nc1c(OS(=O)(=O)c2ccccc2)cccc1OS(=O)(=O)c1ccccc1	.	.	-8	.	-9	104	1	-6	.	.
CCc1ccccc1NC(=O)c1ccc(-n2c(C)ccc2C)cc1	-2	-2.8	0	16	3	101	1	4	-4	1
Cc1ccc(CN2CC(C(=O)N3CCN(S(=O)(=O)c4ccc(C(C)C)cc4)CC3)CC2=O)cc1 (configuration not stated)	7	-0.1	-8	1	0	99	-2	3	4	2
COc1ccc(/C=C/C(=O)Nc2ccccc2C(=O)NCC(c2ccc(OC)cc2)N(C)C)cc1 (configuration not stated)	-15	22*	-5	-117	-12	100	-1	-1	22	6
COC(=O)CSc1nc(C)c(Oc2ccccc2)c(=O)[nH]1	1	-0.3	2	1	2	119	-2	1	0	4
CCCCOc1ccc(-c2ncc(Cl)cn2)cc1	5	-0.8	13	5	-2	104	6	0	-2	1
CCC(=O)Nc1ccc(N2CCCCC2)c(C(=O)Nc2ccc(OC)cc2)c1	14	-0.4	0	2	2	.	0	4	-7	1
Cc1ccc(S(=O)(=O)CCSc2nc(C)cc(C)c2C#N)cc1	2	-3.4	-11	16	-6	.	0	-7	12	1
N#CC1(NC(=O)COC(=O)c2ccccc2[N+](=O)[O-])CCCCC1	-12	1.3	-1	-9	4	100	2	0	-15	5
CC1=C(CC(=O)O)c2cc(F)ccc2/C1=C/c1ccc(S(C)=O)cc1 (configuration not stated)	-12	-0.7	7	4	-24	.	9	0	16	3
CC(=O)Nc1c(C(=O)O)oc2ccc(Cl)cc12	15	-2.4	-2	12	9	103	2	-1	0	-2
CCOC(=O)C1=C(N)Oc2c(c(=O)[nH]c3ccccc23)C1c1ccccc1 (configuration not stated)	23	-1.5	1	8	-3	.	-1	-1	4	0
O=C(N/N=C/c1ccc(OC2CSC2)cc1)c1ccc(CN2CCOCC2)cc1	0	-2.5	-3	13	3	101	2	-1	-3	-2
COC(=O)c1ccccc1N/C=C1\CCc2c(c(C)nn2-c2ccccn2)C1=O	-9	0.9	6	-5	-10	.	-2	-6	56*	3
O=C(COc1ccc(/C=N/NS(=O)(=O)c2ccccc2)cc1)NCc1ccccc1	-13	-1.9	-3	9	-10	98	2	1	12	6

Ordered by the number under DAGLB inh (lowest first): 6 of the compounds above.
Structure | DAGLB inh
Cc1ccc(S(=O)(=O)CCSc2nc(C)cc(C)c2C#N)cc1 | -7
COC(=O)c1ccccc1N/C=C1\CCc2c(c(C)nn2-c2ccccn2)C1=O | -6
Cc1ccc(C(=O)NCC(=O)N2CCN(c3ccccc3)CC2)cc1 | -1
CC[C@@H](NCCCn1ccc(NC(=O)OCc2ccccc2)nc1=O)c1ccccc1 | 0
O=C(COc1ccc(/C=N/NS(=O)(=O)c2ccccc2)cc1)NCc1ccccc1 | 1
CN(C(=O)COC(=O)c1cccc(Cl)c1)C1CCS(=O)(=O)C1 (configuration not stated) | 4

Reformatted with each value named: entries from further up
Nc1c(OS(=O)(=O)c2ccccc2)cccc1OS(=O)(=O)c1ccccc1
  HTR5A inv ag: .
  OPRM1-OPRD1 ag: .
  PKA-R2B act: -8
  MOR-DOR inv ag: .
  PKA-R1A activ: -9
  DSG3 Ab inh: 104
  V-ATPase pH: 1
  DAGLB inh: -6
  Arrestin-AP2 inh: .
  HTR5A ag: .

CCc1ccccc1NC(=O)c1ccc(-n2c(C)ccc2C)cc1
  HTR5A inv ag: -2
  OPRM1-OPRD1 ag: -2.8
  PKA-R2B act: 0
  MOR-DOR inv ag: 16
  PKA-R1A activ: 3
  DSG3 Ab inh: 101
  V-ATPase pH: 1
  DAGLB inh: 4
  Arrestin-AP2 inh: -4
  HTR5A ag: 1

Further structures:
SMILES	HTR5A inv ag	OPRM1-OPRD1 ag	PKA-R2B act	MOR-DOR inv ag	PKA-R1A activ	DSG3 Ab inh	V-ATPase pH	DAGLB inh	Arrestin-AP2 inh	HTR5A ag
O=C(CCCSc1nc2ccccc2[nH]1)Nc1ccccc1	17	-1.9	3	10	-9	84	8	-2	-9	-1
CCCCNC(=O)CSc1nc(N)c(C(=O)Nc2ccc(OC)cc2)s1	-9	-4.1	-3	21	7	118	-3	-2	-8	-2
Cn1c(N)c(C(=O)COC(=O)/C=C/c2ccc(Cl)c(Cl)c2)c(=O)n(C)c1=O	-3	-3.7	-8	18	1	118	1	4	-11	1
COc1cccc(-c2cn3nc4c(nc3n2)CCCC4)c1	-27	0.7	-4	-4	-21	103	1	-3	-1	10
O=C(N/N=C/c1ccc(O)c([N+](=O)[O-])c1)C1CC1(c1ccccc1)c1ccccc1 (configuration not stated)	-4	-2.1	3	12	-10	101	-1	14	-18	1
CCOC(=O)c1ccc(-n2c(C)nc3ccccc3c2=O)cc1	-14	-2.0	6	12	0	104	-1	-3	6	6
COc1cnc(-c2ccccc2)nc1Oc1cccc(C)c1C	7	6.5	-8	-30	3	110	6	-11	-4	3

No new results follow: an excerpt of the list.
SMILES	HTR5A inv ag	OPRM1-OPRD1 ag	PKA-R2B act	MOR-DOR inv ag	PKA-R1A activ	DSG3 Ab inh	V-ATPase pH	DAGLB inh	Arrestin-AP2 inh	HTR5A ag
O=C(NCCc1ccccc1)C(=O)c1c(-c2ccccc2)cc2ccccn12	19	-2.2	-11	11	7	.	1	-2	3	2
COc1ccccc1Oc1ccnc2cc(Cl)ccc12	-26	6.8	-2	-48	8	110	9	-4	16	2
CC(=O)N1CCN(CC(=O)Nc2cc(F)ccc2C)CC1	-10	-3.3	2	16	8	123	3	3	-7	3
